Screening results from PubChem.
CR mimetic SO – yeast age-related superoxide inhibition as caloric restriction mimetic; S. cerevisiae aged cells, superoxide DHE fluorescence; hits give low values; 330,000 compounds, 0.18% hits; superoxide response (% of plate mean), % at 10 µM;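 active = superoxide response under a set limit, about three screen SD below normal, cut at about 65% in these data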;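 note: yeast aged for seven days with compound at 30 °C before DHE staining; 100% = average MFI of all compound-treated wells on the plate with controls excluded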
ZTA counter – blocks Epstein-Barr virus ZTA, an EBNA-1 counter-screen; 320,000 compounds, 0.15% hits; P03206; ZTA-DNA binding, fluorescence polarization; inhibition, % at 11 µM; in the data active = inhibition above about 33%
Target sequence (P03206 whole entry, looked up): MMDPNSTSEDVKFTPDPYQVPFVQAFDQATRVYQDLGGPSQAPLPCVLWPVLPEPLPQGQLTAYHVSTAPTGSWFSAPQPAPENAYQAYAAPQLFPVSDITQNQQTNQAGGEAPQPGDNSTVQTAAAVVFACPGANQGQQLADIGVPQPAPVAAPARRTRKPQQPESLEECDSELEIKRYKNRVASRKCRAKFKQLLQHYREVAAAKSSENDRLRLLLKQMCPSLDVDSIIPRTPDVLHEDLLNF
EBNA-1 inhibitor – blocks EBNA-1 binding to DNA | EBNA-1 DNA binding, fluorescence polarization | inhibition, % at 14.8 µM | 300,000 compounds, 0.34% hits; in the data active = inhibition above about 28%
PP1 counter – PP1-alpha (human) inhibition in PP5 counter-screen | P62136 | purified PP1alpha, OMFP fluorescence | inhibition, % at 6.7 µM | 320,000 compounds, 0.9% hits | AID 2235;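 active = inhibition above the mean inhibition of all tested compounds plus 3 SD, computed separately for each screening campaign, cut at about 15% in these data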
Target sequence (P62136 whole entry, looked up): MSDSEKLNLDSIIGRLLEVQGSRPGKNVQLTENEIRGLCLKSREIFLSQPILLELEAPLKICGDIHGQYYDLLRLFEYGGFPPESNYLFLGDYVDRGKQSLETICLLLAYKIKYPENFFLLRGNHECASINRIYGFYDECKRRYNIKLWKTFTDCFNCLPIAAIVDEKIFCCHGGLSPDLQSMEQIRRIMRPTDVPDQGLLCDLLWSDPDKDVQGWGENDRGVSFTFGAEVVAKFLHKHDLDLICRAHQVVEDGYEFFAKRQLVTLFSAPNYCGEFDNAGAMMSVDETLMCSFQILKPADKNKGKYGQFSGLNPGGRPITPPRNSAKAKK
Fh CTSL1 inh – cathepsin L1 inhibition, PFM18AAP counter-screen; 300,000 compounds, 0.49% hits; AID 1906; inhibition, % at 5.96 µM; recombinant F. hepatica cathepsin L1, Z-Leu-Arg-MCA fluorescence;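 active = inhibition above the mean of all tested compounds plus 3 SD, set per screening campaign, cut at about 17% in these data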;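 note: 0% = plate median of test compound wells and 100% = 1 µM Z-Phe-Ala-diazomethylketone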
HCV core dimer – blocks dimerization of HCV core protein. TR-FRET GST/Flag-core106 dimerization, 1536-well. inhibition, % at 5 µM. 300,000 compounds, 0.33% hits. AID 1899;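 active = inhibition above the mean of all tested compounds plus 3 SD, set per screening campaign, cut at about 45% in these data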
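Assay system: Tagged HCV core106 pair (GST and Flag) | Buffer or medium: KF-containing HEPES buffer, pH 7.45, DTT, CHAPS, BSA | Also added: Eu donor and XL665 acceptor anti-tag antibodies | Dosing: One concentration, 5 µM, in 0.5% DMSO | Timing: 4 h at 22.5 °C | Technique: TR-FRET 671 and 617 nm emission | Repeats: Singlicate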
TPT1 inhibitor – C. albicans TPT1 enzyme inhibition | recombinant caTPT1, FP RNA substrate dephosphorylation | inhibition, % at 5 µM | 300,000 compounds, 0.81% hits | AID 1962;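 active = inhibition above the mean of all tested compounds plus 3 SD, set per screening campaign, cut at about 24% in these data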;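 note: plate controls were DMSO alone for no effect and ferristatin control at 100 nM for full effect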
PP5 inh – blocks human protein phosphatase 5 activity | P53041 | purified PP5c, OMFP substrate fluorescence | inhibition, % at 6.7 µM | 320,000 compounds, 0.18% hits;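 active = inhibition above the campaign's mean inhibition across all tested compounds plus 3 SD, cut at about 9.5% in these data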;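 note: 0% = DMSO only and 100% = 100 µM cantharidin control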
JMJD2C inh – inhibitors of human GASC-1 (JMJD2C) demethylase; Q9H3R0; GST-JMJD2C(1-420) H3K9me3 demethylation, DELFIA europium; 330,000 compounds, 0.069% hits; inhibition, % at 2.35 µM;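 active = more than half of a compound's replicate wells show inhibition beyond 50%, single wells judged on their own value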;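 note: signal counts dimethyl H3K9 product captured on neutravidin plate; 0% = median of DMSO wells and 100% = 0.3 times that DMSO median; strong numbers were not always called active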
Target sequence (Q9H3R0 1-420 limits assumed): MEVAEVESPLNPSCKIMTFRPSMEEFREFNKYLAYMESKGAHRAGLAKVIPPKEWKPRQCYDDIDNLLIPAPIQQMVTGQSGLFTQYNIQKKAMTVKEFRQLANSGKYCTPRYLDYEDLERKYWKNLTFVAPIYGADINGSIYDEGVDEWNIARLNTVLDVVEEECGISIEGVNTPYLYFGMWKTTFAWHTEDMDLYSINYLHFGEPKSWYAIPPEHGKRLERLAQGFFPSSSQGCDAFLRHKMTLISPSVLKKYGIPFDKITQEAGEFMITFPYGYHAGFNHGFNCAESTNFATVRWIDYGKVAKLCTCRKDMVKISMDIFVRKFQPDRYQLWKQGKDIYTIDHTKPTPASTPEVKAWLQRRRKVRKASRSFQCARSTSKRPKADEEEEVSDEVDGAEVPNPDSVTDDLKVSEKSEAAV
Starred values were filed as active, the others as inactive.

What do the screens show for `O=C(CSc1nnc2ncccn12)Nc1cccc2ccccc12`?
CR mimetic SO: 101.2; ZTA counter: -3.3; EBNA-1 inhibitor: -12.2; PP1 counter: 1.2; Fh CTSL1 inh: 1.4; HCV core dimer: -6.3; TPT1 inhibitor: -4.1; PP5 inh: 3.3; JMJD2C inh: -2.4

Results for Cc1c(C(=O)Nc2nc3ccccc3[nH]2)oc2c(Cl)cccc12 ?
CR mimetic SO: 80.6; ZTA counter: 5.5; EBNA-1 inhibitor: -1.5; PP1 counter: 3.7; Fh CTSL1 inh: 0.4; HCV core dimer: 13.3; TPT1 inhibitor: 2.2; PP5 inh: 0.7; JMJD2C inh: 0.1

What do the screens show for `COc1ccc(CNC(=O)[C@H](C)NC(=O)C2CCN(C(=O)[C@H](CCSC)NC(=O)OC(C)(C)C)CC2)cc1`?
CR mimetic SO: 76.6; ZTA counter: -12.5; EBNA-1 inhibitor: 6.3; PP1 counter: -0.9; Fh CTSL1 inh: -1.0; HCV core dimer: 3.7; TPT1 inhibitor: -1.9; PP5 inh: 0.5; JMJD2C inh: 12.1

How did Cc1nc2c(C#N)cnn2c2c1CCNN2C do in these assays?
CR mimetic SO: 99.1; ZTA counter: 4.0; EBNA-1 inhibitor: -6.3; PP1 counter: -3.9; Fh CTSL1 inh: 3.1; HCV core dimer: -2.3; TPT1 inhibitor: 4.7; PP5 inh: -2.4; JMJD2C inh: -5.1

Results for O=C(CSc1n[nH]c(-c2ccccc2)n1)Nc1ncccn1 ?
CR mimetic SO: 100.5; ZTA counter: 1.9; EBNA-1 inhibitor: 7.9; PP1 counter: -1.7; Fh CTSL1 inh: 1.6; HCV core dimer: -2.5; TPT1 inhibitor: -3.5; PP5 inh: 0.4; JMJD2C inh: -3.1

How did Cc1ccc(C(=O)c2ccc(C)cc2)cc1 do in these assays?
CR mimetic SO: 110.0; ZTA counter: -14.6; EBNA-1 inhibitor: -1.7; PP1 counter: 1.9; Fh CTSL1 inh: 2.3; HCV core dimer: 1.4; TPT1 inhibitor: -2.5; PP5 inh: 0.0; JMJD2C inh: 10.4

Results for Cc1cccc(OCC(=O)N=Nc2c(O)[nH]c3ccc([N+](=O)[O-])cc23)c1 ?
CR mimetic SO: 102.6; ZTA counter: -1.7; EBNA-1 inhibitor: 6.6; PP1 counter: 2.1; Fh CTSL1 inh: 2.0; HCV core dimer: 6.8; TPT1 inhibitor: -0.6; PP5 inh: -2.4; JMJD2C inh: 4.8

How did CN(CC(=O)Nc1ccc(Cl)c(C(F)(F)F)c1)C(=O)Cc1n[nH]c(=O)c2ccccc12 do in these assays?
CR mimetic SO: 102.5; ZTA counter: -8.2; EBNA-1 inhibitor: 1.0; PP1 counter: -1.4; Fh CTSL1 inh: -0.5; HCV core dimer: -1.6; TPT1 inhibitor: -0.7; PP5 inh: -0.4; JMJD2C inh: 0.1

Results for C=CCNC(=S)NNC(=O)c1cccn(Cc2cccc(Cl)c2)c1=O ?
CR mimetic SO: 94.8; ZTA counter: -2.6; EBNA-1 inhibitor: -12.1; PP1 counter: -3.3; Fh CTSL1 inh: 4.8; HCV core dimer: -1.7; TPT1 inhibitor: -0.2; PP5 inh: 2.5; JMJD2C inh: 8.6

Results for CC(NC(=O)c1cc2c(s1)CCCC2)C(C)(C)C (stereo not drawn) ?
CR mimetic SO: 81.1; ZTA counter: 8.4; EBNA-1 inhibitor: -2.8; PP1 counter: -1.1; Fh CTSL1 inh: 2.6; HCV core dimer: -3.8; TPT1 inhibitor: -1.7; PP5 inh: -0.1; JMJD2C inh: -4.9

Results for O=C(NCCc1c[nH]c2ccccc12)C(=O)NCC1OCCN1S(=O)(=O)c1ccccc1 (stereo not drawn) ?
CR mimetic SO: 83.6; ZTA counter: -11.6; EBNA-1 inhibitor: 1.7; PP1 counter: 0.2; Fh CTSL1 inh: 0.5; HCV core dimer: 20.5; TPT1 inhibitor: 2.8; PP5 inh: 2.7; JMJD2C inh: 4.7

What do the screens show for `Cc1cc(S(=O)(=O)NC2CCCCC2)ccc1OCC(=O)NCc1ccccn1`?
CR mimetic SO: 110.5; ZTA counter: 9.3; EBNA-1 inhibitor: -1.7; PP1 counter: -1.5; Fh CTSL1 inh: 0.5; HCV core dimer: 1.8; TPT1 inhibitor: -1.2; PP5 inh: -0.9; JMJD2C inh: -17.5

Results for COc1ccc(CN(C(=O)c2ccc3c(c2)OCCO3)C(C(=O)NC2CCCCC2)c2ccc3ncccc3c2)cc1 (stereo not drawn) ?
CR mimetic SO: 108.6; ZTA counter: -14.6; EBNA-1 inhibitor: 7.7; PP1 counter: -0.6; Fh CTSL1 inh: -2.5; HCV core dimer: 3.3; TPT1 inhibitor: -1.4; PP5 inh: 8.1; JMJD2C inh: 2.9

What do the screens show for `COc1ccc(S(=O)(=O)N2CCC(C(=O)NCC3CCCO3)CC2)cc1Cl` (stereo not drawn)?
CR mimetic SO: 100.3; ZTA counter: -8.0; EBNA-1 inhibitor: 1.1; PP1 counter: -0.6; Fh CTSL1 inh: -2.5; HCV core dimer: -8.4; TPT1 inhibitor: -2.3; PP5 inh: 1.0; JMJD2C inh: -40.7

How did Cc1ccc(CSCCNS(=O)(=O)c2ccc([N+](=O)[O-])cc2)cc1 do in these assays?
CR mimetic SO: 73.8; ZTA counter: -0.5; EBNA-1 inhibitor: 10.8; PP1 counter: 2.2; Fh CTSL1 inh: 0.4; HCV core dimer: -4.4; TPT1 inhibitor: -4.0; PP5 inh: 3.2; JMJD2C inh: 13.2

What do the screens show for `O=C(CCCCCn1c(=S)[nH]c2cc3c(cc2c1=O)OCO3)N1CCN(c2ccc(F)cc2)CC1`?
CR mimetic SO: 107.9; ZTA counter: 3.1; EBNA-1 inhibitor: 6.5; PP1 counter: 5.1; Fh CTSL1 inh: 4.5; HCV core dimer: 30.6; TPT1 inhibitor: -4.4; PP5 inh: 0.2; JMJD2C inh: 5.5

What do the screens show for `CN1CCC(N(C)CC(O)c2ccccc2)CC1` (stereo not drawn)?
CR mimetic SO: 104.6; ZTA counter: 9.9; EBNA-1 inhibitor: 2.8; PP1 counter: -2.1; Fh CTSL1 inh: 0.0; HCV core dimer: -1.9; TPT1 inhibitor: 0.1; PP5 inh: 1.5; JMJD2C inh: 12.3

How did COC(=O)C1(C)NC(c2ccc(O)cc2)C2C(=O)N(c3ccc(F)cc3)C(=O)C21 (stereo not drawn) do in these assays?
CR mimetic SO: 90.4; ZTA counter: 2.4; EBNA-1 inhibitor: 0.8; PP1 counter: -4.0; Fh CTSL1 inh: -3.5; HCV core dimer: 6.6; TPT1 inhibitor: 1.6; PP5 inh: 10.0*; JMJD2C inh: -1.1

What do the screens show for `Cc1ccnc(NC(=O)c2ccc3c(c2)OCO3)c1`?
CR mimetic SO: 109.2; ZTA counter: -4.5; EBNA-1 inhibitor: 8.2; PP1 counter: -2.1; Fh CTSL1 inh: 4.0; HCV core dimer: -5.5; TPT1 inhibitor: -2.0; PP5 inh: 1.0; JMJD2C inh: -6.1

What do the screens show for `CC(C)C(=O)Nc1ccc(NC(=S)NC(=O)c2ccccc2F)cc1`?
CR mimetic SO: 105.3; ZTA counter: 3.9; EBNA-1 inhibitor: -3.7; PP1 counter: 4.7; Fh CTSL1 inh: -0.5; HCV core dimer: 1.7; TPT1 inhibitor: -0.5; PP5 inh: 3.5; JMJD2C inh: 12.3

How did CCc1ccc(-c2cc(C(=O)NN3CCOCC3)c3ccccc3n2)s1 do in these assays?
CR mimetic SO: 93.8; ZTA counter: -2.6; EBNA-1 inhibitor: 2.7; PP1 counter: -4.0; Fh CTSL1 inh: 1.6; HCV core dimer: 3.3; TPT1 inhibitor: 14.0; PP5 inh: -2.5; JMJD2C inh: -3.8

How did CC(C)c1nnc(NC(=O)CCC(=O)N2CCN(c3ccc(F)cc3)CC2)s1 do in these assays?
CR mimetic SO: 113.6; ZTA counter: 13.4; EBNA-1 inhibitor: 0.7; PP1 counter: -1.5; Fh CTSL1 inh: 0.2; HCV core dimer: -0.9; TPT1 inhibitor: -2.7; PP5 inh: -0.2; JMJD2C inh: 5.4

What do the screens show for `O=C(CCC(=O)Nc1cccc(C(F)(F)F)c1)NCC1CCCO1` (stereo not drawn)?
CR mimetic SO: 98.9; ZTA counter: 4.8; EBNA-1 inhibitor: -3.5; PP1 counter: -3.8; Fh CTSL1 inh: 5.4; HCV core dimer: 5.3; TPT1 inhibitor: -2.7; PP5 inh: -0.3; JMJD2C inh: 1.2

What do the screens show for `COc1ccc(C(=O)Cc2cc3ccccc3oc2=O)cc1`?
CR mimetic SO: 93.3; ZTA counter: 0.2; EBNA-1 inhibitor: -3.1; PP1 counter: 2.4; Fh CTSL1 inh: -2.0; HCV core dimer: -4.0; TPT1 inhibitor: -2.7; PP5 inh: 2.5; JMJD2C inh: -2.2

Results for COC(=O)c1cc(OC)c(OC)cc1NC(=O)C1CCCO1 (stereo not drawn) ?
CR mimetic SO: 106.3; ZTA counter: 3.0; EBNA-1 inhibitor: 2.1; PP1 counter: -7.8; Fh CTSL1 inh: 11.5; HCV core dimer: 6.5; TPT1 inhibitor: -3.8; PP5 inh: 0.4; JMJD2C inh: -4.8

Results for O=C(OCC(=O)N(C1CCCCC1)C1CCCCC1)c1ccncc1 ?
CR mimetic SO: 106.3; ZTA counter: -1.1; EBNA-1 inhibitor: -13.1; PP1 counter: -5.1; Fh CTSL1 inh: -4.6; HCV core dimer: 0.8; TPT1 inhibitor: -1.6; PP5 inh: -0.7; JMJD2C inh: 0.4

What do the screens show for `O=C(O)c1cccc(CSc2ncn[nH]2)c1`?
CR mimetic SO: 106.7; ZTA counter: 2.6; EBNA-1 inhibitor: 5.9; PP1 counter: 3.9; Fh CTSL1 inh: -1.7; HCV core dimer: 1.5; TPT1 inhibitor: -0.9; PP5 inh: 0.5; JMJD2C inh: -5.1

How did COc1ccc(S(=O)(=O)n2cnc3ccccc32)c(C)c1 do in these assays?
CR mimetic SO: 130.7; ZTA counter: 22.7; EBNA-1 inhibitor: 12.1; PP1 counter: 0.3; Fh CTSL1 inh: 0.9; HCV core dimer: 1.9; TPT1 inhibitor: 2.1; PP5 inh: -2.1; JMJD2C inh: 0.2

Results for N#C/C(=C/c1cn(-c2ccccc2)nc1-c1cccc(S(=O)(=O)N2CCOCC2)c1)C(=O)NCc1ccco1 ?
CR mimetic SO: 116.0; ZTA counter: 6.9; EBNA-1 inhibitor: 9.9; PP1 counter: -5.1; Fh CTSL1 inh: -3.4; HCV core dimer: 1.5; TPT1 inhibitor: 2.3; PP5 inh: -1.0; JMJD2C inh: 6.4

Results for COc1ccc(CCNC(=O)c2ccccc2NS(=O)(=O)c2c(F)cccc2F)cc1 ?
CR mimetic SO: 94.3; ZTA counter: 2.3; EBNA-1 inhibitor: 1.4; PP1 counter: 0.0; Fh CTSL1 inh: 1.6; HCV core dimer: 3.4; TPT1 inhibitor: 1.0; PP5 inh: 1.6; JMJD2C inh: -27.8

Among those listed so far, two have a cyano group.
How did Cc1nc2c(C#N)cnn2c2c1CCNN2C do in these assays?
CR mimetic SO: 99.1; ZTA counter: 4.0; EBNA-1 inhibitor: -6.3; PP1 counter: -3.9; Fh CTSL1 inh: 3.1; HCV core dimer: -2.3; TPT1 inhibitor: 4.7; PP5 inh: -2.4; JMJD2C inh: -5.1

Results for N#C/C(=C/c1cn(-c2ccccc2)nc1-c1cccc(S(=O)(=O)N2CCOCC2)c1)C(=O)NCc1ccco1 ?
CR mimetic SO: 116.0; ZTA counter: 6.9; EBNA-1 inhibitor: 9.9; PP1 counter: -5.1; Fh CTSL1 inh: -3.4; HCV core dimer: 1.5; TPT1 inhibitor: 2.3; PP5 inh: -1.0; JMJD2C inh: 6.4
